CaV13 FRET inh – Primary screen for inhibitors of IQ motif and Ca2+-dependent inactivation inhibitor domain binding in CACNA1D, Förster resonance energy transfer in living cells, …; HEK cells, CFP/YFP FRET ICDI-IQ, plate reader, 10 min; percent FRET-ratio fall versus neutral wells; inhibition, % at 12.3 µM; 340,000 compounds, 0.098% hits; AID 743397;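 active = mean replicate inhibition of at least 30% and at least 1% of replicates passing that level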;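 note: 0% = median of the neutral control wells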
MITF TRPM1 inh – reduces MITF-dependent TRPM1 promoter luciferase signal | SK-MEL-5 TRPM1 promoter luciferase, 24 h | 330,000 compounds, 0.83% hits | inhibition, % at 12.5 µM | AID 488899;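 active = mean inhibition across replicates of 60% or more, whatever share of single replicates reaches that level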; note: values of inactives mirror those of a sister screen read the other way
Peg3 prom inh – reduces Peg3 promoter-driven luciferase expression in HeLa. HeLa PEG-Prom luciferase reporter, luminescence, overnight. AID 588405. inhibition, % at 20 µM. 360,000 compounds, 1.7% hits;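 active = inhibition of at least 50% at 20 µM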
NR2E3 ag-1 – activates human photoreceptor nuclear receptor NR2E3; Q9Y5X4; GST-NR2E3/biotin-RetCOR TR-FRET, 1536-well; inhibition of corepressor binding, % at 4.78 µM; 320,000 compounds, 0.12% hits; AID 2300;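 active = percent inhibition above the cutoff of mean plus 3 SD of all tested compounds, set per screening campaign, cut at about 20% in these data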;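 note: 0% = DMSO wells and 100% = biotin wells as full block of FRET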
Target sequence (Q9Y5X4 whole entry, looked up): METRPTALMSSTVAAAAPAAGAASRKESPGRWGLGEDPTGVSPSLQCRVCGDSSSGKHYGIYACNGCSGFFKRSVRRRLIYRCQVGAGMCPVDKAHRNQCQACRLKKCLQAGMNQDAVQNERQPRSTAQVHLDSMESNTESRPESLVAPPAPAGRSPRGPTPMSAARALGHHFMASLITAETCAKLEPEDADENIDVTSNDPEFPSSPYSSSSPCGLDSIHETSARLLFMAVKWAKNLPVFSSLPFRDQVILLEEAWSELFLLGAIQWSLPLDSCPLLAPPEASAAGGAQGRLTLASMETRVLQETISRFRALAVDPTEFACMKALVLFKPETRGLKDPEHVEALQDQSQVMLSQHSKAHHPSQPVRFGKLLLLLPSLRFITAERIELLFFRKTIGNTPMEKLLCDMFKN
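Format: 1536-well format; test system: GST-NR2E3 and biotin-RetCOR proteins; read-out basis: percent inhibition of TR-FRET ratio; timing: 5 h incubation at 4 °C; detection: time-resolved FRET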
HIF-2a inh – blocks HIF-2a reporter activity; inhibition, % at 18.8 µM; 360,000 compounds, 0.72% hits; 786-0 RCC cells HIF-2a reporter, luciferase luminescence, overnight;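 active = inhibition of the luminescence signal of 40% or more relative to plate controls, in a single-dose primary screen at 18.75 µM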
Shn3 inh set2 – Schnurri-3 reporter inhibition in Clone20 osteoblasts; Clone20 osteoblast Shn3 3'UTR firefly luciferase, 24 h; inhibition, % at 12.5 µM; 360,000 compounds, 0.52% hits;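 active = mean inhibition of at least 75% with every replicate also reaching 75%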;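 note: 0% = median of neutral control wells and 100% = pilot-screen positive control compound; some compounds past the cut are filed as inactive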
PDI turbidity – PDI (human) enzyme inhibition. P07237. inhibition, % at 10 µM. 350,000 compounds, 0.052% hits. PDI insulin aggregation turbidity, A650, 90 min;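 active = mean inhibition across replicates of 30% or more, whatever share of single replicates reach that level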;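 note: absorbance from insulin aggregation driven by PDI reduction with DTT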
Target sequence (P07237 whole entry, looked up): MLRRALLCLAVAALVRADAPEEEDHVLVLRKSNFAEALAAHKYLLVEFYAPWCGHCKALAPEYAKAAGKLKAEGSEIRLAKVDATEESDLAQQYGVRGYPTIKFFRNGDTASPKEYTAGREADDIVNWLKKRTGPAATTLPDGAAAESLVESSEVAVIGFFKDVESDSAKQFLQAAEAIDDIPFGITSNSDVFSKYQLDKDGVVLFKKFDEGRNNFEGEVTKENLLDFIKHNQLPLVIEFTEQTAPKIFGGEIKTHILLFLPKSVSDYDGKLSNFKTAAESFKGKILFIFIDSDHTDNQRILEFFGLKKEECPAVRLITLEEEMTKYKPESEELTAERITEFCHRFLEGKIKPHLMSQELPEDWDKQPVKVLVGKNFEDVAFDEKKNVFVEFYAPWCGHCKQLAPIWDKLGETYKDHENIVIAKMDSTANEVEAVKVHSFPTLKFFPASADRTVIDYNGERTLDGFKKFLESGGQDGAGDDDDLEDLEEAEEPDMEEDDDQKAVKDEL
NR2E3 ag-2 – human photoreceptor-specific nuclear receptor agonism | 360,000 compounds, 0.35% hits | Q9Y5X4 | inhibition of corepressor binding, % at 3.98 µM | AID 602229 | CHO-S Gal4-NCOR/VP16-NR2E3 two-hybrid, luciferase;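 active = inhibition above the mean of all tested compounds plus 3 SD, cut at about 70% in these data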;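 note: 0% = DMSO with NR2E3 transfected cells and 100% = cells lacking NR2E3 construct; higher means lower luciferase signal from less NR2E3 corepressor binding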
HTR2A ag – mouse HTR2A agonism via beta-arrestin recruitment; AID 624169; activation, % at 7.6 µM; P35363; 360,000 compounds, 0.66% hits; CHO-K1 mHTR2A beta-arrestin complementation, luminescence; percent of 30 µM serotonin response;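 active = activation above a run cutoff, the mean activation of all tested compounds plus 3 SD, cut at about 14% in these data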;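 note: 0% = plate median of compound wells and 100% = 30 µM serotonin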
iPSC survival up – enhancers of human iPSC single-cell survival. hiPSC single-cell survival, ATPlite luminescence; 100% = ROCK inhibitor wells, 0% = DMSO. survival enhancement, % at 20 µM. 360,000 compounds, 0.044% hits; in the data active = survival enhancement above about 18%;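 note: cells exposed to compounds for 16 hours before the ATP read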
H9c2 protect – myocardial damage modulation in H9c2 cells; H9c2 cardiomyocytes, H2O2 injury protection, ATPLite, 2 h; protection from H2O2 cell death, % at 20 µM; 360,000 compounds, 0.63% hits;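 active = compounds giving at least 50% protection of heart cells from peroxide-induced death in the single-dose screen, raw or plate-pattern-corrected value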;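 note: 0% = DMSO wells with peroxide and 100% = DMSO wells without peroxide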
The depositor's hits bear a star; nt = no result given; & = joins results of further samples; ! = not confirmed by another sample.

compound	CaV13 FRET inh	MITF TRPM1 inh	Peg3 prom inh	NR2E3 ag-1	HIF-2a inh	Shn3 inh set2	PDI turbidity	NR2E3 ag-2	HTR2A ag	iPSC survival up	H9c2 protect
CN(NC(=O)c1ccc(Cl)cc1)c1nc(-c2ccccc2)nnc1C(F)(F)F	-4.1	8.0	22.3	5.1	22.3	16.4	11.5	-20.7	-1.2	-2.5	-23.3
COc1ccc(S(=O)(=O)NC2CC(=O)N(c3cccc(F)c3)C2)cc1OC (stereo unspecified)	-6.0	5.1	1.0	-2.0	9.4	-17.1	0.6	11.3	-3.9	0.1	-1.8
NC(=O)c1ccsc1NC(=O)CSc1ccccc1F	-8.8	-56.8	-194.0	3.0	-297.2	-13.6	9.0	-119.4	-4.9	-1.8	-2.5
COc1ccc(O)c(C(c2c(C)[nH][nH]c2=O)c2c(C)[nH][nH]c2=O)c1	-4.7	11.7	3.8	3.4	24.8	23.3	6.8	-23.0	-1.5	-0.6	12.7
Cn1c2ccc(Br)cc2c2nnc(SCC(=O)O)nc21	-4.4	33.4	-2.7	0.7	-9.2	-2.1	-0.9	6.2	-0.2	-0.3	-1.1
CCOCCCNC(=S)Nc1ccc(Br)cc1Cl	0.3	-14.3	-22.7	-1.9	-23.3	-1.1	1.8	9.7	1.2	-0.4	-3.8
Cc1nc(SCc2ccc(F)cc2)c([N+](=O)[O-])[nH]1	-4.6	-5.7	-25.8	3.3	-49.3	7.6	-28.1	-32.2	-5.0	-0.9	-1.0
CSCCC(NC(=O)c1ccccc1)C(=O)N/N=C(\C)Cc1ccccc1 (stereo unspecified)	-2.1	1.1	-2.9	nt	2.6	-2.7	-1.4	-19.5	0.5	1.6	6.0
Cc1nc(NCC2CCCO2)nc2c1C(=O)CC(C)C2 (stereo unspecified)	-5.8	1.2	1.4	0.4	-2.8	-26.1	-7.9	-25.1	3.7	-1.7	7.9
O=C(CSCc1c(Cl)cccc1Cl)NCC1CCCO1 (stereo unspecified)	-4.1	10.7	11.2	2.5	3.0	11.9	-3.3	-13.8	5.5	1.9	-2.1
CC1=C(C(=O)N2CCCCCC2)CC(CC(=O)NCCCCc2ccccc2)C(=O)N1CCC1=CCCCC1 (stereo unspecified)	-11.3	nt	nt	nt	-5.3	nt	nt	-7.1	-6.6	-3.4	nt
CC1(C)C2CCC(C2)C1(C)NC(=O)CNCc1cccs1 (stereo unspecified)	5.6	-14.3	11.6	2.0	13.9	15.2	-1.5	-10.8	1.3	-0.7	3.1
Cc1ccc(Cl)c(Nc2ccccc2C(=O)O)c1Cl	-4.8&-5.5	-4.4&10.2	8.5&7.8	5.9	3.2&7.8	-9.3&8.1&-10.3	-7.5&9.0	-19.1&-18.5	0.2&7.1	1.2&2.6	12.9&-9.7
O=C(c1ccccc1NS(=O)(=O)c1ccccc1[N+](=O)[O-])N1CCCC1	nt	-0.3	-4.0	3.9	18.5	-8.5	0.3	-15.8	-0.9	-0.4	5.6
CCN1CCN(Cc2ccc(NC(=O)c3cc(NC(=O)c4cnnc5ccccc45)cc(OC)c3)cc2C(F)(F)F)CC1	-2.7&-9.1	nt	100.2*!	-0.4	-2.9&3.6	15.5&-8.5	0.9&0.6	-5.0&3.4	-6.4&-1.8	-3.5&-3.1	11.9&7.9
CCOCCCNC(=O)Cn1cc2c(n1)CCCC2	-2.0	-5.2	9.6	-0.2	3.9	-2.9	nt	-0.2	0.2	0.0	9.6
O=C(CCCN1C(=O)/C(=C/c2cccs2)SC1=S)Nc1ccccc1O	-3.3	9.4	13.5	5.8	4.4	-3.1	-47.3	-31.8	2.3	-0.5	-1.3
COc1cc(/C=C(\C#N)c2ccccn2)ccc1OCc1ccc(Cl)cc1	-8.8	-17.0	-55.9	5.3	-53.8	6.9	-1.0	-28.3	-1.9	-0.7	6.6
CCN(CC)c1ccc(NC(=O)C2=CC=CN3CCS(=O)(=O)N=C23)cc1	-2.3	nt	-111.7	-8.8	-117.4	-27.0	2.7	-27.2	-1.3	-0.4	-13.4
CCN(CC)c1nc(N)nc(NS(=O)(=O)c2ccc(Cl)cc2)n1	-3.8	16.7	11.3	0.0	12.7	6.0	11.1	-5.5	-4.6	0.5	2.5
S=c1[nH]nc(C2(c3ccccc3)CCCC2)o1	-2.4	-0.2	-7.5	-2.1	18.2	-18.5	10.4	-50.0	-3.4	2.7	6.9
O=C(CN1CCN(c2ccc(F)cc2)CC1)N1CCOCC1	-5.4	3.1	13.5	-0.9	10.5	-5.6	-6.3	1.5	0.2	0.9	3.1
Cc1ccc(NC(=O)c2cc(-c3cc(F)ccc3OCC3CCCO3)n[nH]2)cc1NS(C)(=O)=O (stereo unspecified)	-5.1	nt	42.5	nt	10.8	-2.2	5.9	-12.8	-4.4	2.2	23.9
CSc1ccc(Cl)c(C(=O)OCC(=O)NCc2ccco2)c1	nt	-1.3	-2.0	3.1	12.8	-3.9	-3.7	10.0	1.3	0.9	-4.5
COc1cc(NC(=O)C/C(C)=N/NC(=O)C(OC)c2ccccc2)c(OC)cc1Cl (stereo unspecified)	-15.4	16.0	0.7	-0.4	18.5	-22.0	-4.0	-23.8	-4.8	-1.1	4.7
CC1=C(C(=O)OC2CCCCCC2)C(c2ccc(C)o2)C2=C(CCCC2=O)N1 (stereo unspecified)	-10.3	8.1	24.9	1.5	-11.7	13.4	3.0	7.6	-10.2	-3.6	-9.7
CCCOc1ccccc1/C=N/Nc1ccnc(=O)[nH]1	-19.8	3.8	3.7	-3.7	9.2	10.1	5.6	-106.2	-0.9	0.8	-6.1
COc1cc(OC)c(C2=NOC(C(=O)N3CCCc4ccccc43)C2)cc1Cl (stereo unspecified)	-7.6	-5.3	4.6	6.7	-2.5	23.9	1.6	-3.8	0.0	-0.5	8.6
CCN1C(=O)CSc2ccc(C(=O)NCc3ccco3)cc21	-8.1	8.0	0.3	2.1	-0.9	-15.6	8.8	6.0	-2.1	0.8	-4.2
[O-]/C(=C(\C(=S)NCCN1CCOCC1)[n+]1ccccc1)c1ccc(Cl)s1	-1.3	15.9	-2.0	-0.3	-0.7	7.5	10.2	-26.7	0.7	-0.3	9.2
CN1CCN(c2ccc(S(=O)(=O)N3CCCCC3)cc2NC(=O)COc2ccc(F)cc2)CC1	-3.2	-10.4	-4.4	-0.3	-6.3	-1.9	-4.1	-1.2	-13.9	-0.6	1.0
CC(C(=O)N1CCOCC1)N1C(=O)c2ccccc2C1=O (stereo unspecified)	nt	1.6	9.2	1.0	12.0	-12.6	-1.4	-11.6	-1.9	-1.5	-6.3
OC1c2c(F)cccc2N=C2CCCCCN21 (stereo unspecified)	-9.1	nt	2.3	nt	-2.9	10.9	7.5	7.0	7.2	-1.3	8.8
CCOc1ccc(N(CC(=O)N/N=C/c2cc(Br)c(C)o2)S(C)(=O)=O)cc1	-3.0	-2.7	4.0	-0.7	0.6	-13.5	3.7	-6.0	2.5	0.8	-0.6
CC(C)CCN1C(Nc2ccccc2)=NC[C@@H]1CC(C)C	-9.3	-5.8	-19.5	4.4	-3.7	-1.1	-5.2	-18.2	-4.1	-1.3	-3.3
O=S(=O)(Nc1ccc(Br)cc1)c1cccc2cccnc12	-16.8	8.8	17.6	-0.7	12.0	12.0	2.0	4.8	-8.0	-0.4	-6.5
Cc1ccc(NC2=CC(=O)CC(c3ccc(Cl)cc3)C2)cc1 (stereo unspecified)	-4.3	2.4	2.7	-1.9	-18.0	2.7	-6.1	-42.2	-2.6	-0.9	-4.4
COC(=O)c1c(C)[nH]c(C(=O)C(C)OC(=O)C2=NNC(=O)CC2)c1C (stereo unspecified)	-8.4	6.4	25.2	2.8	-0.8	13.8	12.0	-7.9	-2.6	-0.1	-3.9
COc1ccc(NC(=O)CN2C(=O)NC(C)(C3CC3)C2=O)cc1S(=O)(=O)N1CCCCC1 (stereo unspecified)	-2.6	14.7	12.2	2.1	7.7	6.5	-2.0	6.5	7.9	6.2	1.5
CCCCc1c(-c2ccccc2OC)ncn1CCc1ccc(OC)cc1	-9.1	nt	nt	nt	-11.2	nt	nt	8.9	-7.1	-0.3	nt

Overlap with the part before: 3 compounds, then new ones.
compound	CaV13 FRET inh	MITF TRPM1 inh	Peg3 prom inh	NR2E3 ag-1	HIF-2a inh	Shn3 inh set2	PDI turbidity	NR2E3 ag-2	HTR2A ag	iPSC survival up	H9c2 protect
COC(=O)c1c(C)[nH]c(C(=O)C(C)OC(=O)C2=NNC(=O)CC2)c1C (stereo unspecified)	-8.4	6.4	25.2	2.8	-0.8	13.8	12.0	-7.9	-2.6	-0.1	-3.9
COc1ccc(NC(=O)CN2C(=O)NC(C)(C3CC3)C2=O)cc1S(=O)(=O)N1CCCCC1 (stereo unspecified)	-2.6	14.7	12.2	2.1	7.7	6.5	-2.0	6.5	7.9	6.2	1.5
CCCCc1c(-c2ccccc2OC)ncn1CCc1ccc(OC)cc1	-9.1	nt	nt	nt	-11.2	nt	nt	8.9	-7.1	-0.3	nt
Cc1ccc(OCCN2CCN(C(=O)CCC(=O)Nc3nnc(C(C)C)s3)CC2)cc1	-5.0	3.5	10.6	-0.8	2.8	28.6	10.6	19.1	-0.8	8.1	-14.3
CCOc1ccccc1C1CC(c2cccc(NS(C)(=O)=O)c2)=NN1C(=O)c1ccccc1 (stereo unspecified)	-2.6	-3.1	-30.6	0.5	16.3	-14.3	8.6	-4.1	-5.9	-3.3	4.4
CN(c1ccc(OCC(=O)OCC(=O)Nc2c(F)c(F)c(F)c(F)c2F)cc1)S(=O)(=O)c1ccc(F)cc1	-13.3	-4.9	6.9	-2.1	32.9	-4.3	-4.9	7.2	1.2	0.2	5.0
C=CCS/C(N)=N\N=C\c1cc(Br)cc([N+](=O)[O-])c1O	-17.1	0.3	3.8	0.1	3.0	-8.6	-4.1	-25.3	1.2	1.1	5.4
CCN1CCN(c2ccc(S(=O)(=O)N3CCOCC3)cc2NC(=O)c2ccc(C)cc2C)CC1	-7.5	-9.8	-6.8	4.3	2.5	-13.2	1.4	13.7	-6.7	-0.4	0.2
COc1ccc(CC(=O)c2ccc(O)cc2O)cc1	nt	-49.1	-235.0	4.5	-235.9	-34.7	nt	-93.9	-2.2	-1.3	-5.6
COc1ccccc1N1CCN(C(=O)c2ccc3nc[nH]c3c2)CC1	-3.0	-9.0	8.6	-0.2	10.1	-11.1	0.5	-5.7	-0.4	-0.8	3.5
COC(=O)c1ccccc1N=NNc1ccc([N+](=O)[O-])cc1	-5.8	nt	-132.0	nt	-161.5	-24.3	-11.0	-89.3	-2.2	-0.7	-7.4

Screening results as filed in PubChem.
